tim10-1 inh: growth inhibitors of tim10-1 mutant yeast. S. cerevisiae tim10-1 ts strain growth, BacTiter-Glo, 24 h. inhibition, % at 20 µM. 2.2% of 330,000 active;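 active means inhibition of at least 40%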;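 further: mutant grown at 25 °C; 0% = DMSO wells with yeast and 100% = wells holding no yeast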
tim23-1 inh: inhibits growth of tim23-1 mutant yeast; S. cerevisiae tim23-1 growth, BacTiter-Glo luminescence, 24 h; inhibition, % at 20 µM; 1.3% of 330,000 active;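 active means growth inhibition of the mutant yeast at or above 50%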;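 further: temperature-sensitive mutant grown at 25 °C; plate controls were DMSO-treated mutant yeast for no effect and medium wells lacking yeast for full effect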
697 NFkB inh: lowers PMA/ionomycin-induced NF-kB signal in 697 B cells | AID 435022 | 697 B-cell NF-kB luciferase reporter, 16 h | inhibition, % at 4 µM | 0.33% of 330,000 active; in the data active means inhibition above about 35%
UPR CHOP act: activators of apoptotic arm of unfolded protein response (CHOP). CHO-CHOP luciferase reporter, UPR activation, luminescence; percent of tunicamycin response over DMSO baseline. 0.34% of 330,000 active. activation, % at 10 µM;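 active means at 10 µM dose, activation of 40% or more, normalized to positive control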;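 further: 100% = tunicamycin at 10 µg/mL and 0% = DMSO alone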
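Test system: CHO-CHOP cells, stable luciferase reporter of PERK-eIF2a-CHOP signalling | Quantity: 500 CHO-CHOP cells per well | Buffer or medium: F12 plus 10% serum | Compound dosing: 10 µM single point, 0.5% DMSO | Schedule: 6 h compound treatment, 37 °C | Signal: Luciferase luminescence | Control set: Tunicamycin high control, DMSO low control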
UPR XBP1 act: activators of adaptive arm of unfolded protein response (XBP1). CHO-XBP1 luciferase reporter, IRE1-XBP1 UPR activation, luminescence; percent of tunicamycin response, DMSO as zero. activation, % at 20 µM. AID 463104. 0.33% of 330,000 active;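 active means versus positive control, 20 µM dose yields 30% or more activation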;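 further: 100% = tunicamycin at 10 µg/mL and 0% = DMSO only wells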
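Material: CHO cell line with stable XBP1 luciferase reporter; schedule: 16-18 h cell attachment at 37 °C, then 6 h compound exposure; signal: glow luminescence from Steady-Glo reagent; medium: serum-containing F12 medium, 10% FBS; benchmarks: tunicamycin 10 µg/mL and vehicle-only wells; read-out: percent activation relative to tunicamycin reference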
TIM10 inh: TIM10 yeast growth inhibition. inhibition, % at 10 µM. S. cerevisiae TIM10 strain growth, BacTiter-Glo luminescence, 24 h. 1.4% of 330,000 active;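 active means inhibition of 40% or more at the single tested concentration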;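 further: wild-type TIM10 isogenic control strain grown at permissive 25 °C; 0% = DMSO yeast wells and 100% = minimal medium wells without yeast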
Jurkat NFkB inh: inhibitors of the PMA/ionomycin-induced NF-kB reporter in Jurkat cells; PMA/ionomycin-induced NF-kB luciferase reporter, luminescence; inhibition, % at 4 µM; 0.53% of 330,000 active; AID 435003; in the data active means inhibition above about 50%
Mdm2 MdmX PPI: human Mdm2/MdmX binding inhibition; O15151+Q00987; SaOS-2 split-luciferase Mdm2/MdmX complementation, luminescence; inhibition, % at 8 µM; 3% of 330,000 active; AID 485346;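 active means inhibition of at least 50% at 8 µM in the primary screen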
Target sequence (O15151 whole entry, looked up): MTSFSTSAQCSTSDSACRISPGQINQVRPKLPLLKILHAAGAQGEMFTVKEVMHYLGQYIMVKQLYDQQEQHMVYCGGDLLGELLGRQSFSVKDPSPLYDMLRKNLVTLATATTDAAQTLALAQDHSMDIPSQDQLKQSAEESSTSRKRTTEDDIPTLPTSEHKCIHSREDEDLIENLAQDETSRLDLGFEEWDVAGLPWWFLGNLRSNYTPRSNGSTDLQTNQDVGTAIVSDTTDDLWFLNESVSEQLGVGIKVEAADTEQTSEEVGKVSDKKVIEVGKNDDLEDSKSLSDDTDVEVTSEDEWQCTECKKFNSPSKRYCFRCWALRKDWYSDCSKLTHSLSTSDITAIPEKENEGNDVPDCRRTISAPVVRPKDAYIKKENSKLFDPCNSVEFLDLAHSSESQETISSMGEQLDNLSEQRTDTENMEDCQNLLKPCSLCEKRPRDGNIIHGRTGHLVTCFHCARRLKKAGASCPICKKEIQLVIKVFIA
Target sequence (Q00987 whole entry, looked up): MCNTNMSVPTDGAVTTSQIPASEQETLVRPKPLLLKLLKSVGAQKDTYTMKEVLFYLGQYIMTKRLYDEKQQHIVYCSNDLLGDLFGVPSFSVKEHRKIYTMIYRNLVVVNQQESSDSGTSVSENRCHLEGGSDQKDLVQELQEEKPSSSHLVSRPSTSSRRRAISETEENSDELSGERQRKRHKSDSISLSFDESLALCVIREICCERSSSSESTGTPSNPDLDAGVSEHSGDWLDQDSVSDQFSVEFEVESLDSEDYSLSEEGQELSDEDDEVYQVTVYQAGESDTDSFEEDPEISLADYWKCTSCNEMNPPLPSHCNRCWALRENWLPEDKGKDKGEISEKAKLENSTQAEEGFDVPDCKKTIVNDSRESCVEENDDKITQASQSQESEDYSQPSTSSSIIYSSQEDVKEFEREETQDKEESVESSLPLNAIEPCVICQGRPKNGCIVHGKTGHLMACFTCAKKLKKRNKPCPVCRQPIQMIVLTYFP
Numbers without * were called inactive. Not a hit list. About 6.6% of those tested had a hit in this group.

Screening CC(C)C(=O)Nc1ccc(N2CCCC2)cc1 returned tim10-1 inh -6, tim23-1 inh 11, 697 NFkB inh 33, UPR CHOP act -1.9, UPR XBP1 act -2, TIM10 inh -1, Jurkat NFkB inh -11 and Mdm2 MdmX PPI 17.
C#CCSc1n[nH]c(-c2ccco2)n1 was read as tim10-1 inh 14, tim23-1 inh 25, 697 NFkB inh -2, UPR CHOP act -1.5, UPR XBP1 act -3, TIM10 inh -2, Jurkat NFkB inh -13 and Mdm2 MdmX PPI 2.
`Cc1cc(C)c2cc(C#N)c(NCCCNC(=O)CCC(=O)O)nc2c1` gave tim10-1 inh 12, tim23-1 inh 10, 697 NFkB inh 5, UPR CHOP act -0.4, UPR XBP1 act 3, TIM10 inh 2, Jurkat NFkB inh 9 and Mdm2 MdmX PPI 18.
For O=C(Nc1ccncc1)c1cc(S(=O)(=O)N2CCOCC2)ccc1Cl the results were tim10-1 inh -16, tim23-1 inh 1, 697 NFkB inh -4, UPR CHOP act 2.5, UPR XBP1 act -2, TIM10 inh 1, Jurkat NFkB inh 17 and Mdm2 MdmX PPI 11.
COc1cccc(C2C(C(C)=O)=C(O)C(=O)N2Cc2ccco2)c1 (stereo not drawn) was read as tim10-1 inh 14, tim23-1 inh 16, 697 NFkB inh -27, UPR CHOP act -1.1, UPR XBP1 act 1, TIM10 inh -24, Jurkat NFkB inh -10 and Mdm2 MdmX PPI -6.
Screening CN(C)c1ccc(C(=O)Nc2nnc(-c3ccc(Cl)cc3)o2)cc1 returned tim10-1 inh 3, tim23-1 inh 7, 697 NFkB inh -7, UPR CHOP act 0.1, UPR XBP1 act -1, TIM10 inh 17, Jurkat NFkB inh -13 and Mdm2 MdmX PPI 41.
For COc1ccc(NC(=O)C2CCCN2C(=O)NC2CCCCC2)cc1OC (stereo not drawn) the results were tim10-1 inh 14, tim23-1 inh -9, 697 NFkB inh -4, UPR CHOP act 0.1, UPR XBP1 act 0, TIM10 inh 13, Jurkat NFkB inh 0 and Mdm2 MdmX PPI 21.
For O=C(CNC(=O)c1ccccc1)OCCCOC(=O)CNC(=O)c1ccccc1 the results were tim10-1 inh 0, tim23-1 inh 7, 697 NFkB inh 8, UPR CHOP act 1.4, UPR XBP1 act -2, TIM10 inh -7, Jurkat NFkB inh -7 and Mdm2 MdmX PPI 12.
Screening CCc1ccc(NC(=O)c2ccnc(C(C)(C)C)c2)cc1 returned tim10-1 inh 18, tim23-1 inh 17, 697 NFkB inh 9, UPR CHOP act -0.9, UPR XBP1 act -2, TIM10 inh -16, Jurkat NFkB inh 14 and Mdm2 MdmX PPI 12.
`CCC(C(=O)Nc1cnccn1)c1ccccc1` (stereo not drawn) gave tim10-1 inh 7, tim23-1 inh 12, 697 NFkB inh -37, UPR CHOP act -0.2, UPR XBP1 act 1, TIM10 inh 10, Jurkat NFkB inh -10 and Mdm2 MdmX PPI -1.
For CC(C)c1ccc(/C=C/C(=O)NCCCc2ccccc2)cc1 the results were tim10-1 inh 40, tim23-1 inh 32, 697 NFkB inh 19, UPR CHOP act -2.0, UPR XBP1 act -1, TIM10 inh 16, Jurkat NFkB inh 11 and Mdm2 MdmX PPI 16.
Screening Cc1nn(-c2ncc(C(F)(F)F)cc2Cl)c(=O)n1-c1c(F)cccc1F returned tim10-1 inh 11, tim23-1 inh 21, 697 NFkB inh -6, UPR CHOP act -1.7, UPR XBP1 act 0, TIM10 inh 15, Jurkat NFkB inh -4 and Mdm2 MdmX PPI 8.
Screening O=C(NCc1cccc(Cl)c1)c1ccncc1 returned tim10-1 inh 5, tim23-1 inh 0, 697 NFkB inh -14, UPR CHOP act -0.1, UPR XBP1 act -1, TIM10 inh 10, Jurkat NFkB inh 3 and Mdm2 MdmX PPI -10.
`O=C(O)CC1S/C(=N\N=C/c2ccccc2O)N(c2ccc(O)cc2)C1=O` (stereo not drawn) gave tim10-1 inh -6, tim23-1 inh 7, 697 NFkB inh -4, UPR CHOP act -0.8, UPR XBP1 act -2, TIM10 inh -15, Jurkat NFkB inh 6 and Mdm2 MdmX PPI -4.
CC(C)N(Cc1cc2ccccc2[nH]c1=O)C(=O)c1cccnc1 was read as tim10-1 inh -19, tim23-1 inh 11, 697 NFkB inh 5, UPR CHOP act 0.1, UPR XBP1 act -4, TIM10 inh -1, Jurkat NFkB inh 11 and Mdm2 MdmX PPI 2.
`O=c1c(OC2OC(CO)C(O)C(O)C2O)c(-c2ccc(O)c(O)c2)oc2cc(O)cc(O)c12` (stereo not drawn) gave tim10-1 inh -24, tim23-1 inh -8, 697 NFkB inh 8, UPR CHOP act -1.4, UPR XBP1 act 0, TIM10 inh -7, Jurkat NFkB inh -10 and Mdm2 MdmX PPI 15.
Cc1ccc(Nc2nc3ccccc3n3cnnc23)cc1C was read as tim10-1 inh 0, tim23-1 inh 2, 697 NFkB inh 4, UPR CHOP act 3.3, UPR XBP1 act 2, TIM10 inh 16, Jurkat NFkB inh 6 and Mdm2 MdmX PPI 8.
`COc1ccc(/C=C/c2nnc(NC(=O)C(C)C)s2)cc1` gave tim10-1 inh 23, tim23-1 inh 24, 697 NFkB inh -46, UPR CHOP act -0.1, UPR XBP1 act 0, TIM10 inh 16, Jurkat NFkB inh -4 and Mdm2 MdmX PPI 19.
For O=C(c1cc(-c2ccccc2)on1)N1CCN(Cc2ccc3c(c2)OCO3)CC1 the results were tim10-1 inh 5, tim23-1 inh 45, 697 NFkB inh 7, UPR CHOP act 0.4, UPR XBP1 act 0, TIM10 inh 34, Jurkat NFkB inh 2 and Mdm2 MdmX PPI -2.
Screening CCC(C)c1ccccc1OCCCNC1CCCC1 (stereo not drawn) returned tim10-1 inh 0, tim23-1 inh 5, 697 NFkB inh -7, UPR CHOP act 0.7, UPR XBP1 act 0, TIM10 inh 10, Jurkat NFkB inh -7 and Mdm2 MdmX PPI 16.
Screening CC1CCCCC1NC(=O)COC(=O)c1ccc2ncsc2c1 (stereo not drawn) returned tim10-1 inh -18, tim23-1 inh 11, 697 NFkB inh -2, UPR CHOP act 2.5, UPR XBP1 act -1, TIM10 inh -13, Jurkat NFkB inh -1 and Mdm2 MdmX PPI 16.
`NC(=O)CN1CCOCCOCCN(CC(N)=O)CCOCC1` gave tim10-1 inh -3, tim23-1 inh 7, 697 NFkB inh 0, UPR CHOP act 0.7, UPR XBP1 act 3, TIM10 inh 7, Jurkat NFkB inh 14 and Mdm2 MdmX PPI -1.
`Cc1ccc(C(C(=O)NC2CCCCC2)N(Cc2cccnc2)C(=O)c2csnn2)cc1` (stereo not drawn) gave tim10-1 inh -9, tim23-1 inh 3, 697 NFkB inh 5, UPR CHOP act 0.3, UPR XBP1 act -7, TIM10 inh 7, Jurkat NFkB inh -3 and Mdm2 MdmX PPI 8.
Cc1c(NC(=O)c2ccc(F)c(S(=O)(=O)N3CCOCC3)c2)c(=O)n(-c2ccccc2)n1C was read as tim10-1 inh 11, tim23-1 inh 6, 697 NFkB inh 16, UPR CHOP act 0.2, UPR XBP1 act -1, TIM10 inh 4, Jurkat NFkB inh 14 and Mdm2 MdmX PPI 7.
Screening O=C(N/N=C/c1ccoc1)c1ccccc1 returned tim10-1 inh 13, tim23-1 inh 18, 697 NFkB inh -15, UPR CHOP act 1.4, UPR XBP1 act -4, TIM10 inh 9, Jurkat NFkB inh 2 and Mdm2 MdmX PPI 21.
COc1cccc(NC(=S)N(CCCN2CCOCC2)C(C)c2cc3cccc(OC)c3o2)c1 (stereo not drawn) was read as tim10-1 inh 1, tim23-1 inh 16, 697 NFkB inh 3, UPR CHOP act -0.7, UPR XBP1 act -1, TIM10 inh -5, Jurkat NFkB inh -7 and Mdm2 MdmX PPI 14.
`CCOC(=O)CC(NS(=O)(=O)c1ccc(OC)c(OC)c1)c1cccc([N+](=O)[O-])c1` (stereo not drawn) gave tim10-1 inh 22, tim23-1 inh 6, 697 NFkB inh 20, UPR CHOP act 2.2, UPR XBP1 act 0, TIM10 inh -18, Jurkat NFkB inh 6 and Mdm2 MdmX PPI 10.
For O=C(COC(=O)c1cnccn1)c1ccc(C2CCCCC2)cc1 the results were tim10-1 inh -12, tim23-1 inh 14, 697 NFkB inh 0, UPR CHOP act 3.7, UPR XBP1 act 3, TIM10 inh 11, Jurkat NFkB inh 27 and Mdm2 MdmX PPI 20.
Screening CCn1c(Cc2cccn2C)nnc1SCC(=O)c1ccc(C)cc1 returned tim10-1 inh 17, tim23-1 inh 23, 697 NFkB inh 1, UPR CHOP act 1.6, UPR XBP1 act 0, TIM10 inh 10, Jurkat NFkB inh -11 and Mdm2 MdmX PPI 10.
C=CCn1c(NC(=O)CC)c(C(=O)OCC)sc1=S was read as tim10-1 inh 6, tim23-1 inh -5, 697 NFkB inh 5, UPR CHOP act -0.6, UPR XBP1 act -2, TIM10 inh 4, Jurkat NFkB inh 2 and Mdm2 MdmX PPI 1.

As a working copy, part of the list above:
COc1cccc(NC(=S)N(CCCN2CCOCC2)C(C)c2cc3cccc(OC)c3o2)c1 (stereo not drawn) was read as tim10-1 inh 1, tim23-1 inh 16, 697 NFkB inh 3, UPR CHOP act -0.7, UPR XBP1 act -1, TIM10 inh -5, Jurkat NFkB inh -7 and Mdm2 MdmX PPI 14.
`CCOC(=O)CC(NS(=O)(=O)c1ccc(OC)c(OC)c1)c1cccc([N+](=O)[O-])c1` (stereo not drawn) gave tim10-1 inh 22, tim23-1 inh 6, 697 NFkB inh 20, UPR CHOP act 2.2, UPR XBP1 act 0, TIM10 inh -18, Jurkat NFkB inh 6 and Mdm2 MdmX PPI 10.
For O=C(COC(=O)c1cnccn1)c1ccc(C2CCCCC2)cc1 the results were tim10-1 inh -12, tim23-1 inh 14, 697 NFkB inh 0, UPR CHOP act 3.7, UPR XBP1 act 3, TIM10 inh 11, Jurkat NFkB inh 27 and Mdm2 MdmX PPI 20.
Screening CCn1c(Cc2cccn2C)nnc1SCC(=O)c1ccc(C)cc1 returned tim10-1 inh 17, tim23-1 inh 23, 697 NFkB inh 1, UPR CHOP act 1.6, UPR XBP1 act 0, TIM10 inh 10, Jurkat NFkB inh -11 and Mdm2 MdmX PPI 10.
C=CCn1c(NC(=O)CC)c(C(=O)OCC)sc1=S was read as tim10-1 inh 6, tim23-1 inh -5, 697 NFkB inh 5, UPR CHOP act -0.6, UPR XBP1 act -2, TIM10 inh 4, Jurkat NFkB inh 2 and Mdm2 MdmX PPI 1.

Later entries.
`CCn1c(-c2ccccc2)c[nH]c1=S` gave tim10-1 inh 1, tim23-1 inh -10, 697 NFkB inh 17, UPR CHOP act -1.2, UPR XBP1 act -2, TIM10 inh -1, Jurkat NFkB inh 8 and Mdm2 MdmX PPI -1.
For CC(C(=O)Nc1ccccc1)c1ccc(-c2ccccc2)c(F)c1 (stereo not drawn) the results were tim10-1 inh -25, tim23-1 inh -8, 697 NFkB inh -9, UPR CHOP act -2.8, UPR XBP1 act -3, TIM10 inh -23, Jurkat NFkB inh 22 and Mdm2 MdmX PPI 36.
For Cc1csc(=O)n1CCC(=O)N(C)Cc1c(F)cccc1Cl the results were tim10-1 inh 5, tim23-1 inh 4, 697 NFkB inh 12, UPR CHOP act -0.1, UPR XBP1 act -1, TIM10 inh -10, Jurkat NFkB inh -3 and Mdm2 MdmX PPI 9.
For COc1ccc(C(=O)NC(=S)NNC(=O)c2ccccc2C)cc1 the results were tim10-1 inh -8, tim23-1 inh 31, 697 NFkB inh 6, UPR CHOP act 1.6, UPR XBP1 act 2, TIM10 inh 3, Jurkat NFkB inh 8 and Mdm2 MdmX PPI 37.

Compound activity from PubChem BioAssay.
